Screens (PubChem)
G9a block = blocks human histone lysine methyltransferase G9a | G9a H3K9 monomethylation, AlphaScreen, 2 h | Potency, µM (series often up to 102 µM), for inactives: at the highest dose activity, negative = inhibition, hits mostly inhibitors | 350,000 tested, 8.8% active | Q96KQ7; note: nearly all actives have a fitted effect of over 75% in size
Target sequence (Q96KQ7 913-1193 limits assumed): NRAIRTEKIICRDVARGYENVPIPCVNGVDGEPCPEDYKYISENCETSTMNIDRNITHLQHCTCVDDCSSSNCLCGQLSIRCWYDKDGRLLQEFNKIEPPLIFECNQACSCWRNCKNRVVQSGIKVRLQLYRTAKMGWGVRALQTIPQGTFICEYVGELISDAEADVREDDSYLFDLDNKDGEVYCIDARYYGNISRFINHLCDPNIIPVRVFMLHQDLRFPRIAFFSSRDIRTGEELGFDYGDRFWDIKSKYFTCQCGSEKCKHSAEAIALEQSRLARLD
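AlphaScreen detection with an anti-monomethyl H3K9 antibody quantified product after a 2 h room-temperature reaction containing 500 nM biotinylated H3K9 peptide, 20 µM SAM and 20 nM enzyme, which had been preincubated 15 min with compound.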
BAZ2B block = blocks human BAZ2B | Q9UIF8 | AlphaScreen BAZ2B-H3K14Ac peptide displacement | Potency, µM (top dose mostly 114 µM), for the others: top-dose activity change, negative = inhibition, actives largely listed as inhibitors | 360,000 tested, 4.4% active | AID 504333; note: nearly all actives have a fitted effect of over 60% in size
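AlphaScreen displacement of biotin-H3(5-23)K14Ac peptide (50 nM final) from BAZ2B (50 nM final) in PBS pH 7.4, 0.01% Tween-20; complex preformed 30 min RT, then compounds (top 110 uM) 30 min RT, beads 20 min dark.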
Active calls of the source: *; ? = inconclusive; [ ] = dose if it differs, or a comment. Calls come from the whole dose curve; as a rule, active = well fitted inhibition curve with a large enough effect; inconclusive = small, poorly fitted or top-dose-only effect; inactive = no such curve, though single readings can be large or run the other way. % is set by controls: 0 for no effect and ±100 for the full control effect; potency is the fitted concentration of half-maximal effect.

SMILES	G9a block	BAZ2B block
CCCCc1c(C)c(C#N)c2nc3ccccc3n2c1Cl	18.4%	14.9%
CCN1CCc2c(OCC(=O)Nc3ccc4c(c3)OCCO4)cccc2C1=O	-2.1%	-19.2%
COCCCn1c(-c2ccc(OC)cc2)nc2nc3ccccc3nc21	18.3%[2.33 µM]	4.7%
COc1cccc(C(=O)COc2ccc3c(C)c(Cc4ccccc4)c(=O)oc3c2C)c1	0.3%[59 µM]	-7.7%
Cc1cc(C)nc(-n2nc(C)cc2NC(=O)c2cccc(S(=O)(=O)N3CCCCC3)c2)n1	8.91µM*	-2.7%
CC(=O)C1=C(C)NC(SCC(=O)c2ccc(-c3ccccc3)cc2)=C(C#N)C1c1cccnc1 (stereo not drawn)	15.8µM*	-21.6%
O=C(O)CC12CSc3[nH]c(=O)sc3C1c1ccccc1OC2=O (stereo not drawn)	50.1µM*	-5.8%
CC(=O)OC1COC(OC2C(O)C(C)OC(OC3C(OC4CCC5(C)C(CCC6(C)C5CC=C5C7CC(C)(C)CCC7(C(=O)O)CCC56C)C4(C)CO)OCC(O)C3O)C2O)C(O)C1OC(C)=O (stereo not drawn)	-5.2%[12.7 µM]	-24.0%
Cc1cccn2c(=O)c3cc(C(=O)NCCCN4CCOCC4)n(C)c3nc12	?	5.8%
Nc1nc(CSc2nc3ccccc3s2)nc(Nc2ccccc2)n1	-2.7%[59 µM]	?
Cn1c(=O)c2[nH]c(SCc3ccccn3)nc2n(C)c1=S	-8.9%	-12.5%
COc1cccc(C(=O)NC2CCN(CC(=O)Nc3c(C)cc(C)cc3C)CC2)c1	-40.9%	-1.9%
CCc1ccc(-c2csc(NC(=O)COC(=O)CCc3nc4ccccc4s3)n2)cc1	17.4%[59 µM]	-5.1%
C=CCn1c(=N)c(C(=O)OC)cc2c(=O)n3cccc(C)c3nc21	-42.0%[2.33 µM]	1.1%
COc1ccc(/C(O)=C2\C(=O)C(=O)N(CCCN(C)C)C2c2ccccc2F)cc1Cl (stereo not drawn)	-10.8%[59 µM]	-5.3%
CC(C)(C)c1ccc(O)c(N)c1	?	?
O=C(O)CCN=C1CCc2ccccc2N1	-1.3%[59 µM]	-2.5%
COc1ccc(C(=O)NCC(=O)OCn2nnc3ccccc3c2=O)cc1OC	4.5%	0.0%
CCCCc1nnc(NC(=O)COc2ccc3c(C)cc(=O)oc3c2)s1	28.8%	-1.2%
Cn1nc(OC(=O)Nc2ccc(Cl)cc2)cc1C(F)(F)F	17.2%[12.7 µM]	-1.3%
c1ccc2c(c1)nnn1c3ccccc3nc21	-5.9%	-3.5%
O=C1c2ccccc2C(=O)C12OC2c1ccc(Cl)cc1 (stereo not drawn)	?	-24.6%
c1cc2c(cc1OCCNC1CCCC1)CCC2	22.4µM*	56.2µM*
CN(C)S(=O)(=O)c1cccc(NC(=O)c2cnccn2)c1	-12.3%[59 µM]	-1.3%
Cn1c(=O)c(C(=O)COC(=O)c2cc(C(F)(F)F)nc3c(C(F)(F)F)cccc23)c(N)n(CC2CC2)c1=O	50.1µM*	-38.7%
CCN(CC)C(=O)CC(c1ccc(F)cc1)c1ccc(OC(C)C)cc1 (stereo not drawn)	26.4%[59 µM]	10.6%
CSc1nc(-c2ccco2)nn1C(=O)c1ccc(Cl)cc1	79.4µM*	-22.9%
COc1ccc(O[C@H]2C=C[C@@H](c3ccccc3)O[C@@H]2COC(=O)CC/C(C)=N/OC[C@@H](O)COCc2ccco2)cc1	?	-37.8%
Cc1ccc(Oc2ccc(-c3nnc(-c4ccccc4)o3)cc2[N+](=O)[O-])cc1C	-1.5%[59 µM]	-1.7%
COc1ccc(Cc2nnc(NC(=O)CSc3ccc(Cl)cc3)s2)cc1OC	8.9%[59 µM]	-1.6%
O=C(Nc1ccc(F)c([N+](=O)[O-])c1)c1ccc2c(c1)C(=O)OC2=O	?	-6.4%
Cc1ccc(-c2ccc(SCC(=O)N3CCc4ccccc43)nn2)cc1	37.7%[59 µM]	-3.5%
COC(=O)c1ccc(C(=O)OC)c(N)c1	-9.2%[2.33 µM]	12.1%
Cc1ccc(C)c(NC(=O)/C(C#N)=C/c2ccc(Sc3nncn3C)c([N+](=O)[O-])c2)c1	-3.6%[59 µM]	-34.0%
Cc1ccc(NC(=O)C(=O)NCc2ccc(/C=N/NC(=O)c3c(C)nc4cc(C)ccn34)o2)cc1	-0.2%	-1.9%
O=C(c1cc([N+](=O)[O-])ccc1N1CCOCC1)N1CCN(c2ccccc2)CC1	-11.2%	?
COc1cccc(-c2nnc(N(C)C(=O)c3ccno3)s2)c1	-4.7%	1.5%
O=C(CN1C(=O)/C(=C/c2c(F)cccc2Cl)Oc2ccccc21)NCc1ccco1	-10.3%	-1.8%
COc1ccc(S(=O)(=O)Oc2ccccc2C(=S)N2CCOCC2)cc1	25.1µM*	-18.3%
O=C1NN(c2ccccc2)C(=O)/C1=C/c1cccs1	-10.9%[59 µM]	?
Cc1cccc(/C=N/NC(=O)c2ccc3c(c2)OCCO3)c1O	36.8%	20µM*
O=C1[C@@H]2Cc3c([nH]c4ccccc34)C(c3cccc([N+](=O)[O-])c3)N2C(=O)CN1C1CCN(Cc2ccccc2)CC1 (stereo partly drawn)	32.2%[0.501 µM]	25.1µM*
CCc1ccc(N2CCCn3c2nc2c3c(=O)n(CCN3CCOCC3)c(=O)n2C)cc1	-4.6%	-10.0%
O=C1NC(Cc2ccccc2)c2nc3cc(F)ccc3c(=O)n2-c2cc(Cl)ccc21 (stereo not drawn)	-2.9%[0.501 µM]	-1.0%
N=c1oc2cc(O)ccc2cc1C(=O)Nc1ccccn1	?	-12.4%
O=C(Cn1nnc2ccccc21)OCC(=O)c1ccc(Cl)cc1	32.2%[12.7 µM]	-9.9%
Cc1ccc(-c2c(=O)n(OCc3ccccn3)c3ccccc3[n+]2[O-])cc1	11.7%	2.3%
CCn1c(=O)c(C(=O)Nc2cnccn2)c(O)c2ccccc21	-1.2%	-3.9%
CCc1c(C)nc(N)n2c(SCC(=O)N3CCN(c4ccccc4F)CC3)nnc12	-3.4%	-3.3%
COc1ccc2c(c1)O[C@H](c1ccc3c(c1)OCO3)[C@@H](OC(=O)N[C@H](C)C1CCCCC1)C2=O	-0.7%	-8.1%
Cn1c(=O)[nH]c(=O)c2c1nc(N1CCCCCC1)n2CCCSc1nnnn1-c1ccccc1	?	?
CC(C)N1CCC2(CC1)C(C#N)=C(N)NC(S)=C2C#N	1.58µM*	-9.7%
COc1cccc2sc(Nc3nc(-c4ccccn4)cs3)nc12	-10.1%	50.1µM*
CCn1ncc(Cl)c1C(=O)Nc1ccc2c(c1)CCC2	96.3%[activator]	28.1%
O=c1c2cc(N3CCOCC3)ccc2[nH]c(=S)n1CCCN1CCN(c2ccccc2F)CC1	-49.7%[12.7 µM]	0.1%
C/C(=N\NC(=O)c1ccc2nc[nH]c2c1)c1ccc([N+](=O)[O-])cc1	11.0%	10.8%
CN(C)C(=O)NC(O)C(Cl)Cl (stereo not drawn)	?	-7.6%
CC1(C)C(=O)CC[C@@]2(C)[C@H]1CC[C@@]1(C)CC3=C(CC[C@@H]12)[C@@]1(C)CCC(=O)C(C)(C)[C@@H]1CC3	-4.9%[12.7 µM]	-2.6%
Cc1cc(C)c(S(=O)(=O)c2ccccc2Cl)c(Cl)n1	5.1%	-1.5%
COc1ccc(/C(C)=N/Nc2cc(C(F)(F)F)ccc2Cl)c(OC)c1	?	22.4%

Later entries:
SMILES	G9a block	BAZ2B block
NCc1c(O)ccc2ccccc12	7.94µM*	-28.8%
Oc1ccc(/C=N/Nc2ccc(C(F)(F)F)cn2)c(O)c1	14.5%	28.2µM*
COc1ccccc1NC(=O)C(=O)NNC(=O)COc1ccc2ccccc2c1	-7.2%[59 µM]	6.6%
COc1ccc(N2CCCn3c2nc2c3c(=O)n(CCCc3ccccc3)c(=O)n2C)cc1	10µM*	?
CCOCC(=O)Nc1ccc(C(=O)Nc2ccccc2Cl)cc1	0.2%	-1.9%
COc1ccc(N2CCN(C(=O)c3ccc4c(c3)NC(=O)C(CSCc3c(F)cccc3Cl)N4)CC2)cc1 (stereo not drawn)	31.6µM*	-33.4%[57.1 µM]
CCCCCCCC(=O)N/N=C(\C)c1ccc(N)cc1	9.5%[12.7 µM]	-15.0%
O=c1oc2ccccc2cc1-c1csc(Nc2nc3ccc(F)cc3s2)n1	26.9%[59 µM]	-6.0%
CC(COc1ccc(C(C)C)cc1)NC(=O)c1ccc(Br)o1 (stereo not drawn)	13.8%	-16.2%
O=C(Nc1cc(Cl)cc(Cl)c1)C(NCCCO)c1ccccc1 (stereo not drawn)	1.2%	-11.0%
COc1cc(/C=C2/C(=N)N3C(=NC2=O)SN=C3S(=O)(=O)C(C)C)ccc1OS(=O)(=O)c1ccccc1	0.7%[59 µM]	?
O=c1ccc2ccc(Oc3ccc([N+](=O)[O-])cc3[N+](=O)[O-])cc2o1	?	?
Cc1c2cnn(CC(=O)Nc3c(F)c(F)cc(F)c3F)c(=O)c2c(C)n1Cc1ccc(F)cc1	-6.2%	?
C/C(=C1/C(=O)N(c2ccc([N+](=O)[O-])cc2)N=C1c1ccccc1)N(C)C	16.6%[2.33 µM]	-38.4%
O=C(OCC#CCSc1nnc(-c2cccc3ccccc23)s1)c1cccs1	4.8%[12.7 µM]	1.1%
C#CCOCCOCCOCCNc1nc(N2CCN(C(=O)C(Cc3ccc(O)cc3)n3cc(C(N)CC(C)C)nn3)CC2)nc(N2CCN(C(=O)C(Cc3cc4ccccc4[nH]3)n3cc(C(N)Cc4ccc(O)cc4)nn3)CC2)n1 (stereo not drawn)	-0.7%[12.7 µM]	35.5µM*
Cc1ccc(NC(=O)Cc2ccccc2)c(C)c1	-1.8%[59 µM]	-2.8%
CC1(C)N=C(N)N=C(N)N1c1ccc(C(=O)O)cc1	5.3%	-0.8%
CN(C)CCCNc1c2c(c(C#N)c3nc4ccccc4n13)CCC2	-11.6%[59 µM]	3.9%
CCN(CC)CCNC(=O)C(=O)NCC1OCCN1C(=O)c1ccc2c(c1)OCO2 (stereo not drawn)	21.8%[59 µM]	-0.4%
CC(C)=CCC/C(C)=C/CCC(C)NCCN1CCNCC1 (stereo not drawn)	4.4%	1.4%
CCCN1C(=O)S/C(=C\c2ccc(N3CCOCC3)cc2C)C1=O	-42.2%	?
Cc1nnc(NC(=O)CCC(=O)N2CCN(CCc3ccccc3)CC2)s1	8.2%[59 µM]	2.4%
COc1ccc(-c2noc(-c3cc(Cl)ccc3Cl)n2)cc1OC	-2.4%	-1.6%

5 entries drawn at random from those above:
SMILES	G9a block	BAZ2B block
CC(C)=CCC/C(C)=C/CCC(C)NCCN1CCNCC1 (stereo not drawn)	4.4%	1.4%
COc1ccc(-c2noc(-c3cc(Cl)ccc3Cl)n2)cc1OC	-2.4%	-1.6%
CN(C)CCCNc1c2c(c(C#N)c3nc4ccccc4n13)CCC2	-11.6%[59 µM]	3.9%
CCCN1C(=O)S/C(=C\c2ccc(N3CCOCC3)cc2C)C1=O	-42.2%	?
Cc1nnc(NC(=O)CCC(=O)N2CCN(CCc3ccccc3)CC2)s1	8.2%[59 µM]	2.4%

More entries.
SMILES	G9a block	BAZ2B block
COC(=O)c1c(NC(=O)CN2CCC(C)CC2)c2c(C)cccc2n1C	-8.8%[59 µM]	7.6%
COC(=O)c1ccc(C2c3c(oc4cc(C)c(C)cc4c3=O)C(=O)N2CCCN(C)C)cc1 (stereo not drawn)	-37.9%	-22.8%
COc1cccc(/C=C2\SC(=S)N(NS(=O)(=O)c3ccc(C)cc3)C2=O)c1OC	17.6%[0.501 µM]	?
Cc1cc(C)c(S(=O)(=O)N2CCN(CCN3C(=O)c4cccc5cccc(c45)C3=O)CC2)cc1[N+](=O)[O-]	9.8%	-5.3%
CCOc1cccc(C2c3c(oc4ccccc4c3=O)C(=O)N2c2ccccn2)c1 (stereo not drawn)	?	-14.4%
CC(C)OC(=O)CCC/C=C\C[C@@H]1[C@@H](CC[C@@H](O)CCc2ccccc2)[C@H](O)C[C@@H]1O	-12.5%[59 µM]	-19.4%
COc1ccc(/C=N/n2cnc3c([nH]c4ccccc43)c2=O)cc1COc1ccccn1	32.1%[59 µM]	56.2µM*
O=C(NC1CCCCC1)c1ccc(Cl)c(NC(=O)c2ccccc2F)c1	10.5%[59 µM]	7.1%
CN(C(=O)c1c(Br)cnn1C)C12CC3CC(CC(C3)C1)C2	4.3%[59 µM]	8.7%
COCCN1C(=O)C(=O)/C(=C(/O)c2ccc(S(=O)(=O)N3CCOCC3)cc2)C1c1ccc(C(C)C)cc1 (stereo not drawn)	-9.5%[2.33 µM]	1.9%
O=C(NC1CCCCCC1)c1c(O)c2cccc3c2n(c1=O)CCC3	?	-4.9%
O=C(OCn1ncc(Br)c(Br)c1=O)c1c(F)cccc1F	?	-2.6%

Rewritten with the structure last: entries from further up
G9a block,BAZ2B block,SMILES
9.8%,-5.3%,Cc1cc(C)c(S(=O)(=O)N2CCN(CCN3C(=O)c4cccc5cccc(c45)C3=O)CC2)cc1[N+](=O)[O-]
?,-14.4%,CCOc1cccc(C2c3c(oc4ccccc4c3=O)C(=O)N2c2ccccn2)c1 (stereo not drawn)

(listing goes on)
SMILES	G9a block	BAZ2B block
Cc1ccc2c(c1)[nH]c1c(=O)n(CCC3=CCCCC3)cnc12	-29.8%[59 µM]	-1.9%
CN(C)c1ccc(CNCCC2CCOC(C)(C)C2)cc1 (stereo not drawn)	44.7µM*	?
O=C(NCCN1C(=O)S/C(=C\c2cccs2)C1=O)c1ccc(=O)[nH]c1	?	-7.6%
COc1cc(/C=C2/C(=N)N3C(=NC2=O)SN=C3S(C)(=O)=O)ccc1OS(=O)(=O)c1ccccc1	25.1µM*	50.1µM*

A portion of the library (hit frequency here may not be typical).
